Source: PubChem BioAssay (Johns Hopkins Ion Channel Center)
CHT PAM – CHT positive allosteric modulators, primary screen, cell-based, membrane potential dye, choline EC20. hit rate 0.49% among 310,000. High affinity choline transporter 1 (Homo sapiens), Q9GZV3. CHT-expressing cells; hits give high values; LV-AA mutant CHT in HEK293 cells. B-score at 10 µM;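 active = initial fluorescence not abnormally high and integrated response B-score, plate-corrected, over 3 SD above library mean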
Target sequence (Q9GZV3 whole entry, looked up): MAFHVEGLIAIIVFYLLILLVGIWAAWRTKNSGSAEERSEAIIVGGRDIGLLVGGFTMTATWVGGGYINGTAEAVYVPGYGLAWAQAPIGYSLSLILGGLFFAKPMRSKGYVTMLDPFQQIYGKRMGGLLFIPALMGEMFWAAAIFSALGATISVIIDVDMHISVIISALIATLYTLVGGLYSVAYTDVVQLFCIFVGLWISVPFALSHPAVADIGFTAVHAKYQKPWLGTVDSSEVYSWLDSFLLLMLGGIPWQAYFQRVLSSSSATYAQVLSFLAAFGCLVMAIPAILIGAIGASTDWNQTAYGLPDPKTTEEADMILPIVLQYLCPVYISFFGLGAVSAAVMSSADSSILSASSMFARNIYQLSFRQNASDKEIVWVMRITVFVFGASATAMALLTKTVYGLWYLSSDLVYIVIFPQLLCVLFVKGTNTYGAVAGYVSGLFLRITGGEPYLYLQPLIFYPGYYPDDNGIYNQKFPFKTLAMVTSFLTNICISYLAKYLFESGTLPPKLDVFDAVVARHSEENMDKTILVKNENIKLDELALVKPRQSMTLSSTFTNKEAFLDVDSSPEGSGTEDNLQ
CHT block – inhibitors of human choline transporter CHT. High affinity choline transporter 1 (Homo sapiens), Q9GZV3. CHT-expressing cells, membrane potential dye, choline response; hits give low values. B-score at 10 µM. hit rate 0.86% among 310,000;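 active = B-score over 3 SD under the library average, and starting fluorescence ratio not unusually high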;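 also: choline stimulus applied at its EC90 after an EC20 pre-addition; B-score computed on integrated fluorescence ratio after choline addition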
* marks the source's active call; other numbers are inactive results; i = inactive.

Under each structure – CHT PAM	CHT block
> O=C(/C=C/c1cccc([N+](=O)[O-])c1)Nc1cc(C(=O)O)cc(C(=O)O)c1
    i	i
> CC(C(=O)OCC(=O)c1ccc(F)cc1)N1C(=O)C2C3C=CC(C3)C2C1=O (centres undefined)
    i	i
> COc1ccc(-c2noc(CCC(=O)NC3CCCCCC3)n2)cc1
    i	i
> CC(C)(C)C1CCCCC1NC(=O)c1ccncc1 (centres undefined)
    i	i
> C/C=C/C(=O)N1CC2(CC(c3cccc(NC(=O)COc4ccc(Cl)cc4)c3)=NO2)C[C@@H]1C(N)=O (some centres undefined)
    i	i
> COc1cc(/C=N/NC(=S)NCCN2CCOCC2)ccc1O
    i	i
> COc1cccc(/C=C/C(=O)Nc2ccc3c(c2)OCCO3)c1OC
    i	i
> COc1cc(/C=N/OCC(=O)NC2CCCCC2C)ccc1OCc1ccc(Cl)cc1 (centres undefined)
    i	i
> Cc1nccn1CC1CCc2c(c3ccccc3n2C)C1=O (centres undefined)
    i	-6.7*
> CCOc1ccccc1NC(=O)CSc1nnc(-c2ccncc2)o1
    i	i
> Cc1ccc(-c2c3c([nH]c(=S)c2C#N)CCCC3)o1
    i	i
> COc1ccc(-c2c(N)n[nH]c2C)cc1OC
    i	i
> COc1ccc(C(=O)C2CCCN(Cc3nc4ccccc4nc3C)C2)cc1OC (centres undefined)
    i	i
> Nn1c(Cc2cccc3ccccc23)nnc1SCC(=O)NCC1CCCO1 (centres undefined)
    i	i
> O=C(CCC1CCCC1)N1CCN(C2CCCC2)CC1
    i	i
> Cc1ccc(C)c(NS(=O)(=O)c2ccc(OCC(=O)NCc3cccnc3)cc2)c1
    i	i
> O=[N+]([O-])c1ccc2c(c1)C(N1CCOCC1)/C(=C/COc1ccc3ccccc3c1Br)O2 (centres undefined)
    i	i
> COCOc1ccc(/C=C/C(=O)c2c(O)cc(OCOC)cc2OCOC)cc1
    i	i
> COc1ccccc1-n1c(SCC(=O)N2CCCCC2)nnc1-c1ccccc1O
    i	i
> COc1ccc(CN2CCN(S(=O)(=O)c3ccc(NC(C)=O)cc3)CC2)c(OC)c1OC
    i	i
> COc1cccc(N2CCN(Cc3ccco3)CC2)c1
    i	i
> Cc1ccc(S(=O)(=O)CC(O)COc2ccc(F)cc2Cl)c(C)c1 (centres undefined)
    i	i
> Cc1nnc(SCC(N)=O)n1CCc1ccccc1
    i	i
> COc1ccc(F)cc1C(=O)C1CCCN(Cc2cnc(N3CCCC3)s2)C1 (centres undefined)
    i	i
> S=c1[nH]nc(COc2ccccc2)n1/N=C/C(Cl)=C/c1ccccc1
    i	i
> CCn1c(/N=C/c2c[nH]c3ccccc23)nc2ccccc21
    i	i
> O=C(C[n+]1cc(-c2ccccc2)n2c1CCC2)c1cccs1
    i	i
> COc1ccc(N2CCN(CC(O)COc3c(OC)cccc3OC)CC2)cc1 (centres undefined)
    i	i
> CC1CC[C@@]2(OC1)O[C@H]1CC3[C@@H]4C[C@@H](O)[C@@]5(O)C[C@@H](O)[C@H](O)C[C@]5(C)[C@H]4CC[C@]3(C)[C@H]1[C@@H]2C (some centres undefined)
    i	i
> COc1cc(C(=S)N2CCC(Cc3ccccc3)CC2)ccc1OCC(N)=O
    i	i
> COc1cccc2sc(N(CCN(C)C)C(=O)/C=C/c3cccs3)nc12
    i	i
> CCOc1ccc(CSC2=NCCN2)cc1Cl
    i	i
> COc1ccc(CC(=O)Nc2ccc(-c3nnc(-c4ccc(C)cc4)o3)cc2)cc1
    i	i
> CCC/C=N/NC(=O)c1[nH]c2c([N+](=O)[O-])cccc2c1C
    i	i
> O=C1NC(c2ccc(Br)cc2)Oc2ccccc21 (centres undefined)
    i	i
> COc1ccc(-c2csc(CCn3nc(C)cc3C)n2)cc1OC
    i	i
> CNC[C@H](Cc1ccccc1)NC[C@@H](Cc1cccc2ccccc12)NCCc1ccc(C)cc1
    i	i
> Cc1ccccc1-c1nc(CS(=O)(=O)CC(=O)N(C)C2CCCCC2)c(C)o1
    i	i
> COCCN(CCOC)C(=O)CN1C(=O)NC(Cc2c[nH]c3ccccc23)C1=O (centres undefined)
    i	i
> COc1ccc(Cl)cc1C(=O)NNC(=O)c1cccc(S(=O)(=O)N(C)C)c1
    i	i
> COc1ccc(OC)c(C(=O)COC(=O)c2cc(C)oc2C)c1
    i	i
> O=C(Nc1ccc(-c2nc3ccccc3[nH]2)cc1)c1ccc2c(c1)OCO2
    i	i
> O=C(c1cccc(C(F)(F)F)c1)C1CCCN(Cc2cccn2-c2ccccn2)C1 (centres undefined)
    12*	i
> CCOc1ccc(S(=O)(=O)NCc2cccs2)cc1
    i	i
> O=C(Cc1cccs1)N/N=C\c1ccc(O)cc1
    i	i
> COc1ccc(CCc2nnc(CCC(=O)NCc3ccc4ncccc4c3)o2)cc1
    i	i
> C[C@@H]1NC(=O)c2cc([N+](=O)[O-])cc(I)c2NCCCC[C@@H](C(N)=O)NC(=O)[C@H](CCC(=O)O)NC1=O
    i	i
> O=C(Nc1ccon1)c1cc2c(s1)CCCCCC2
    i	i
> COc1ccc(OC)c(-n2nnnc2SCC(=O)Nc2ccc(C(=O)N3CCCCC3)cc2)c1
    i	i
> CCOC(=O)C1=C(COC(=O)Cc2ccccc2)NC(=O)NC1C (centres undefined)
    i	i
> O=C(O)c1cccc(C(=O)Cc2ccccc2)c1
    i	i
> N=c1sccn1CC(=O)Nc1ccc(Cl)c(S(=O)(=O)N2CCOCC2)c1
    i	i
> Nc1ccc2nc(-c3ccc(-c4nc5ccc(N)cc5[nH]4)cc3)[nH]c2c1
    i	i
> COc1ccc2c(c1OC)C(=O)NC(C)=C(C(=O)OC(C)(C)C)C2O (centres undefined)
    i	i
> Cc1cc2nc(NCCCO)n(CC(=O)c3cc(C(C)(C)C)c(O)c(C(C)(C)C)c3)c2cc1C
    i	i
> O=C(Nc1ccc2c(c1)OCCO2)c1ccc(Cl)c(Cl)c1
    i	i
> CCC(C)(C)NC(=S)Nc1ccc(-c2nc3ccc(C)cc3s2)cc1
    i	i
> CC12CCC(C(=O)Nc3cc(Cl)ccc3Cl)(C/C1=N\O)C2(C)C (centres undefined)
    i	i
> COC(=O)[C@@H](NCc1cccc(CN[C@H](C(=O)OC)c2ccccc2)c1)c1ccccc1
    i	i
> CC(C)c1ccc(NC(=O)C(c2ccccc2)N(C)C(=O)c2cnccn2)cc1 (centres undefined)
    i	i

Remaining list, next part.
Under each structure – CHT PAM	CHT block
> CCCn1nc(NC(=O)c2ccco2)c2cc3ccccc3nc21
    i	i
> COc1cccc(/C=C2\C(=O)C(=O)c3ccccc32)c1
    i	i
> COCC(=O)NCCSc1c(C)[nH]c2ccccc12
    i	i
> O=C(OCc1ccc2c(c1)OCO2)c1ccc(S(=O)(=O)N2CCCC2)cc1
    i	i
> CCOC(=O)N1CCN(C(=O)c2ccc3nc4ccc(Cl)cc4c(=O)n3c2)CC1
    i	i
> CC(=O)c1cccc(NC(=O)CSc2nnc(-c3cccnc3)o2)c1
    i	i
> COc1cc(OC)cc(C(=O)Nc2ccc(S(=O)(=O)N(C)C)cc2)c1
    i	i
> CS(=O)(=O)N1CCN(c2ccc(NC(=S)NC(=O)c3ccc4c(c3)OCO4)cc2)CC1
    i	i
> CC(C)CN1CCN(CC#Cc2ccccc2)CC1CCO (centres undefined)
    i	i
> O=C(Nc1ccccc1)N(Cc1ccccc1)C1=NCCS1
    i	i
> COC(=O)CNc1nc(C2CC2)nc2c1nnn2Cc1ccccc1Cl
    i	i
> O=C(Nc1ccccc1)N1CCc2c([nH]c3ccccc23)C1C(F)(F)F (centres undefined)
    i	i
> N=C(N=C(N)N)N1CCc2ccccc21
    i	i
> COc1cc(OC)c(OC)cc1CN(C)CCc1ccccn1
    i	i
> CC(Sc1nnc(C(F)(F)F)n1C)C(=O)NC(N)=O (centres undefined)
    i	i
> N/N=C/C(=N\Nc1ccc(Cl)cc1)C(=O)c1ccncc1
    i	i
> CC(Cc1cccnc1)NC(=O)CCc1nnc(-c2ccccc2)o1 (centres undefined)
    i	i
> COc1cc(/C=C/C(=O)O)cc(S(=O)(=O)Nc2ccccc2SC)c1OC
    i	i
> CCN(CC)C(=O)c1cnn(-c2ccccc2)c1NC(=O)c1cccs1
    i	i
> COc1cccc(C(=O)Nc2ccc(C(=O)NCC3CCCO3)cc2)c1 (centres undefined)
    i	i
> Fc1ccc(-n2nnc(-c3ccccc3Cl)n2)cc1
    i	i
> COc1ccc(S(=O)(=O)N2CCN(c3nc(C)cc(C)n3)CC2)cc1
    i	i
> COc1cccc(N2CCN(Cc3cccnc3)CC2)c1
    i	i
> Cc1cc(C)c2c(CC(=O)Nc3nccs3)coc2c1
    i	i
> Cc1cc(=O)[nH]c(SCC(=O)NCCc2ccccc2)n1
    i	i
> CC(=O)OCC1OC(OCc2cn(C[C@H]3CC[C@H](Cn4cc(COC5OC(COC(C)=O)C(OC(C)=O)C(OC(C)=O)C5OC(C)=O)nn4)O3)nn2)C(OC(C)=O)C(OC(C)=O)C1OC(C)=O (some centres undefined)
    i	i
> CCOC(=O)CNc1c(-c2ccc(O)cc2)nc2ccccn12
    i	i
> Cc1ccc(NS(=O)(=O)c2csc(C(N)=O)c2)cc1C
    i	i
> NNC(=O)c1nn(-c2ccc(Cl)cc2)ccc1=O
    i	i
> CCOC(=O)CC(=O)CSc1nc(C)cc(C)c1C#N
    i	i
> Cc1cnc(C(=O)OCC(=O)c2ccc[nH]2)cn1
    i	i
> Cc1nnc(SCC(=O)NCCOc2ccc(Cl)cc2)n1-c1ccccc1
    i	i
> CC(=O)Nc1ccc(S(=O)(=O)NC2(C(F)(F)F)C(=O)Nc3c2c(=O)[nH]c(=O)n3Cc2cccnc2)cc1 (centres undefined)
    i	i
> Oc1ccc(/C=N/Nc2ncc(Br)cn2)c(O)c1
    i	i
> Cc1ccc(Nc2nc(-c3ccncc3)nc3ccccc23)cc1
    i	i
> CCC1(C)Cc2c(sc3nc4n(c(=O)c23)CCCS4)CO1 (centres undefined)
    i	i
> COc1cccc(C=O)c1OC(=O)N1CCOCC1
    i	i
> O=C(CC1C(=O)OCN1C(=O)OCc1ccccc1)OCC(=O)c1ccccc1 (centres undefined)
    i	i
> COc1ccc(C(=O)CSc2nnc(NC(=O)C3CC(=O)N(c4cccc(OC)c4)C3)s2)cc1 (centres undefined)
    i	i
> O=C(c1ccc2ccccc2c1)C1CCCN(C(=O)c2cccnc2)C1 (centres undefined)
    i	i
> Cc1[nH]c(=O)[nH]c(=O)c1S(=O)(=O)N(CC(C)C)CC(C)C
    i	i
> Cc1ccc(OCC(=O)NCCCNC(=O)c2ccncc2)cc1
    i	i
> Cc1cccc(N2C(=O)CC(Sc3nc(C)c4c(n3)CCCC4)C2=O)c1 (centres undefined)
    i	i
> COc1cccc(/C=N/NC(=O)CNC(=O)c2ccc(S(=O)(=O)N3CCOCC3)cc2)c1OC
    i	i
> O=C(NC1CCSc2ccccc21)c1ccccc1Cl (centres undefined)
    i	i
> Cc1cccc(-n2nc3c(c2NC(=O)C2CC2)CS(=O)(=O)C3)c1C
    i	i
> Cc1noc(C)c1S(=O)(=O)N1CCCC(C(=O)Nc2ccc(Cl)cn2)C1 (centres undefined)
    i	i
> CC(=O)Nc1nc(-c2cccs2)cs1
    i	i
> O=C(CSc1nnc(-c2ccco2)o1)Nc1cccc([N+](=O)[O-])c1
    i	i
> Cc1cccc(NC(=O)CCN2CCCC(C)C2)c1 (centres undefined)
    i	i
> COC(=O)c1cc(=O)n(CCc2ccccc2)c(=Nc2ccc(F)cc2)s1
    i	i
> Cc1cc(F)ccc1NC(=O)c1cnccn1
    i	i
> COc1ccccc1OCC(=O)NNC(=O)CCCC(=O)NNC(=O)COc1ccccc1OC
    i	i
> CN(Cc1cccc(F)c1)CC(O)COCc1ccccc1Cl (centres undefined)
    i	i
> Cc1ccc(Oc2nc(-c3cccnc3)nc3ccccc23)c([N+](=O)[O-])n1
    i	i
> CCOc1cc(/C=N/N2CCN(Cc3ccccc3)CC2)ccc1O
    i	i
> CC(NC1c2ccccc2-c2ccccc21)c1ccccc1 (centres undefined)
    i	i
> Clc1ccccc1OCc1nn[nH]n1
    i	i
> COCCOc1ccc(C(F)(F)F)cc1NC(=O)CN1C(=O)NC(C)(c2ccc3c(c2)OCO3)C1=O (centres undefined)
    i	i
> O=C(N/N=C\c1cc2c(cc1[N+](=O)[O-])OCO2)c1cccs1
    i	i
> Fc1ccc(CSc2nsc(SCc3ccc(F)cc3)n2)cc1
    i	i
> Cc1c(NC(=O)c2ccc3c(c2)OCO3)cccc1-c1nc2ccccc2s1
    i	i

Five consecutive records from above, quoted:
Under each structure – CHT PAM	CHT block
> Cc1cnc(C(=O)OCC(=O)c2ccc[nH]2)cn1
    i	i
> Cc1nnc(SCC(=O)NCCOc2ccc(Cl)cc2)n1-c1ccccc1
    i	i
> CC(=O)Nc1ccc(S(=O)(=O)NC2(C(F)(F)F)C(=O)Nc3c2c(=O)[nH]c(=O)n3Cc2cccnc2)cc1 (centres undefined)
    i	i
> Oc1ccc(/C=N/Nc2ncc(Br)cn2)c(O)c1
    i	i
> Cc1ccc(Nc2nc(-c3ccncc3)nc3ccccc23)cc1
    i	i

4 entries drawn at random from those above:
Under each structure – CHT PAM	CHT block
> CCOc1cc(/C=N/N2CCN(Cc3ccccc3)CC2)ccc1O
    i	i
> COc1cccc(C(=O)Nc2ccc(C(=O)NCC3CCCO3)cc2)c1 (centres undefined)
    i	i
> O=C(Nc1ccc2c(c1)OCCO2)c1ccc(Cl)c(Cl)c1
    i	i
> NNC(=O)c1nn(-c2ccc(Cl)cc2)ccc1=O
    i	i
